Source: PubChem BioAssay
BAZ2B block: qHTS Assay for Inhibitors of BAZ2B; AlphaScreen BAZ2B-H3K14Ac peptide displacement; Bromodomain adjacent to zinc finger domain protein 2B (Homo sapiens), Q9UIF8; actives 4.4% (n = 360,000); Potency, µM (doses to about 114 µM), inactives show top-dose activity change, negative = inhibition, hits mostly inhibitors; AID 504333, 2011; also: % is scaled to controls: 0 for no effect and ±100 for the full control effect; nearly all actives have a fitted effect of over 60% in size
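Inhibition is scored as reduced AlphaScreen emission. The BAZ2B/b-H3(5-23)K14Ac complex (50 nM each) in PBS pH 7.4, 0.01% Tween-20 meets compound (up to 110 uM) for 30 min at RT before bead addition.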
Pol beta inh: qHTS Assay for Inhibitors of DNA Polymerase Beta; actives 1.3% (n = 340,000); P06746; Potency, µM (top dose mostly 114 µM), without a hit: top-dose activity change, negative = inhibition, most hits filed as inhibitors; Pol beta primer extension/strand displacement, fluorescence kinetic; also: % is scaled to controls: 0 for no effect and ±100 for the full control effect
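Values derive from four-parameter Hill fits of normalized kinetic data: reads at 0 and 10 min following addition of 50 nM substrate to 10 nM Pol beta preincubated 15 min with compound.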
Anesthetic bind: qHTS Assay for Identification of Novel General Anesthetics; Ferritin light chain (Equus caballus), P02791; apoferritin/1-aminoanthracene competitive binding, fluorescence; Potency, µM (titrated, usually from 77.5 µM), inactives show at the highest dose activity change, negative = displacement, hits mostly inhibitors; actives 0.074% (n = 350,000); AID 485281, 2010; also: % is scaled to controls: 0 for no effect and ±100 for the full control effect; nearly all actives have a fitted effect of over 20% in size
Target sequence (P02791 2-175 limits assumed): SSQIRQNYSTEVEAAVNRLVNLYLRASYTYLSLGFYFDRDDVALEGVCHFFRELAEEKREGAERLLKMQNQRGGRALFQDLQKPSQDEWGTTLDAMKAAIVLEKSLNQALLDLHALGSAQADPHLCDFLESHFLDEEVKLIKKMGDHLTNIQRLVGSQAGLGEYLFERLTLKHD
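In PBS, apoferritin at 10 uM is loaded with 1-AMA from a 50% saturated solution. After 10 min of compound exposure at ambient temperature, reduced 535 nm fluorescence indicates probe displacement.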
Pol eta inh: qHTS for Inhibitors of Polymerase Eta. recombinant Pol eta, fluorescent DNA replication assay. Potency, µM (top dose mostly 114 µM), without a hit: at the highest dose activity change, negative = inhibition, hits mostly inhibitors. actives 1.2% (n = 390,000). AID 588591, 2011; also: % is scaled to controls: 0 for no effect and ±100 for the full control effect
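Pol eta (10 nM) was preincubated with compounds for 15 min at room temperature, after which fluorescent replication substrate (50 nM final) was added to start the reaction. Fluorescence was read kinetically at 0 and 10 min.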
G9a block: qHTS Assay for Inhibitors of Histone Lysine Methyltransferase G9a | Histone-lysine N-methyltransferase EHMT2 (Homo sapiens), Q96KQ7 | G9a H3K9 monomethylation, AlphaScreen, 2 h | Potency, µM (top dose mostly 102 µM), inactives show at the highest dose activity, negative = inhibition, hits mostly inhibitors | actives 8.8% (n = 350,000) | AID 504332, 2011; also: % is scaled to controls: 0 for no effect and ±100 for the full control effect; nearly all actives have a fitted effect of over 75% in size
Target sequence (Q96KQ7 913-1193 limits assumed): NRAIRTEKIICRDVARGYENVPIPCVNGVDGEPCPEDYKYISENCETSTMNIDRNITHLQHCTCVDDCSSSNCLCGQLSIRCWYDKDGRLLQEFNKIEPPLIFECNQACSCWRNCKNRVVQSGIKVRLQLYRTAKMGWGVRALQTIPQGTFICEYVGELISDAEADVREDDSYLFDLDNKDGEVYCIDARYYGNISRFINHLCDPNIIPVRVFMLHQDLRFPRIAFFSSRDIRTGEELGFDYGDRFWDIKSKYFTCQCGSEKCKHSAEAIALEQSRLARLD
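Compounds were preincubated with 20 nM G9a for 15 min, after which biotinylated H3K9 peptide (500 nM) and SAM (20 uM) started a 2 h room-temperature reaction. Monomethylated product was quantified by antibody-based AlphaScreen chemiluminescence.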
Pol kappa inh: qHTS for Inhibitors of Polymerase Kappa. AID 588579, 2011. actives 0.53% (n = 400,000). purified Pol kappa, fluorescent DNA synthesis assay, 10 min. Potency, µM (titrated, usually from 107 µM), inactives show at the highest dose activity, negative = inhibition, most hits filed as inhibitors. DNA polymerase kappa (Homo sapiens), Q9UBT6; also: % is scaled to controls: 0 for no effect and ±100 for the full control effect
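Kinetic fluorescence screen: compound preincubated 15 min RT with 10 nM enzyme; 50 nM substrate (final) initiates; reads at 0/10 min.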
APEX1 inh: qHTS Assay for Inhibitors of the Human Apurinic/apyrimidinic Endonuclease 1 (APE1); Potency, µM (doses to about 65.8 µM), for inactives: at the highest dose activity change, negative = inhibition, usual class: inhibitors; AID 2517, 2012; actives 0.35% (n = 350,000); recombinant APE1, TAMRA/BHQ-2 abasic DNA cleavage fluorescence; DNA repair nuclease/redox regulator APEX1 (Homo sapiens), P27695;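 also: plate controls were vehicle for no effect and reference inhibitor for full effect; nearly all actives have a fitted effect of over 55% in size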
Target sequence (P27695 whole entry, looked up): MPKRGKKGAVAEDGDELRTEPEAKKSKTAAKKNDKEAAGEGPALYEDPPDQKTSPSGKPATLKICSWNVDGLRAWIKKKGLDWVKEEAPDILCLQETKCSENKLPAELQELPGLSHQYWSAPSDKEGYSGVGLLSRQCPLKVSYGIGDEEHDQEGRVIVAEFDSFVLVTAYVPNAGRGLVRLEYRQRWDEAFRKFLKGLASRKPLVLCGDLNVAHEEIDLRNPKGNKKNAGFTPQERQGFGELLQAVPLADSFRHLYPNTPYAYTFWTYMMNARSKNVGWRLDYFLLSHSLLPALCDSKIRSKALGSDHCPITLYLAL
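APE1 at 0.75 nM final was preincubated with compound 15 min at room temperature, then 50 nM double-stranded THF abasic-site substrate (5'-TAMRA/3'-BHQ-2) was added. Fluorescence (ex 525/em 598 nm) was read kinetically; third-minus-first read gave activity.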
BLM inh: qHTS Assay for Inhibitors of Bloom's syndrome helicase (BLM) | RecQ-like DNA helicase BLM (Homo sapiens), P54132 | recombinant BLM DNA unwinding, fluorescence dequenching | Potency, µM (series often up to 56.1 µM), inactives show at the highest dose activity change, negative = inhibition, actives largely listed as inhibitors | actives 0.2% (n = 350,000);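 also: plate controls were vehicle for no effect and no enzyme for full effect; nearly all actives have a fitted effect of over 35% in size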
Pol iota inh: qHTS for Inhibitors of Polymerase Iota. DNA polymerase iota (Homo sapiens), Q9UNA4. Pol iota fluorescent replication assay, 10 min. Potency, µM (series often up to 115 µM), without a hit: at the highest dose activity, negative = inhibition, actives largely listed as inhibitors. actives 1% (n = 390,000)
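Pol iota at 10 nM preincubated 15 min with compounds at room temperature; reaction started with fluorescent substrate, 50 nM final. Fluorescence read kinetically at 0 and 10 min; buffer-only wells as negative control.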
An asterisk follows results filed as active; ? = inconclusive; nt = not tested or not shown; [ ] = remark or other dose. Calls follow the shape of the dose curve; as a rule, active = well fitted curve in the direction sought with a large enough effect; inconclusive = small, poorly fitted or top-dose-only effect, or another doubt; inactive = no such curve, though single readings can be large; an effect the other way counts as inactive or inconclusive. Potency is read from the fitted curve at half-maximal effect. These rows are one share of the data; the hit share may differ from the screen's.

SMILES	BAZ2B block	Pol beta inh	Anesthetic bind	Pol eta inh	G9a block	Pol kappa inh	APEX1 inh	BLM inh	Pol iota inh
COc1ccc(-c2nnnn2C)cc1S(=O)(=O)NCc1ccccc1	-4%	11%	-4%	-2%	-5%[12.7 µM]	-13%[60.1 µM]	-3%	-1%	24%
COc1cccc(/C=C/C(=O)c2ccc3c(c2)OCCO3)c1OC	-25%	-18%	-24%	-7%	2%[0.501 µM]	-8%	24%	-10%	?
COc1cc2[nH]c(=O)n(CCC(=O)NC3CCCC3)c(=O)c2cc1OC	1%	?	3%	-19%	12%[59 µM]	-9%	-2%	1%	0%
COC(=O)c1ccc(CN2CCCC(CCC(=O)NCc3ccc(C)o3)C2)cc1 (stereo unspecified)	-23%	-11%	-10%	-18%	-31%	-4%	0%	-2%	67%[activator]
Cc1c(Cc2ccccc2)c(=O)oc2c(CN(C)C)c(O)c(Cl)cc12	10%	-2%	712%[activator]	-15%	?	4%	16%	-5%	19%
COc1ccc(NC(=O)CC2CC3CCC2C3)cn1 (stereo unspecified)	-2%	-29%	?	-9%	5%	-8%	1%	-2%	-5%
CS(=O)(=O)c1ccc2nc(NC(=O)CCC(=O)c3cccs3)sc2c1	-12%	19%	-7%	?	-8%[12.7 µM]	-12%	5%	-13%	?
COc1cc(NC(=O)c2cccc(COCC(F)(F)C(F)F)c2)cc(OC)c1OC	13%	19%	-7%	-23%	-7%	-4%	0%	-3%	-4%
CCS(=O)(=O)N1CCN(S(=O)(=O)c2ccc3c(c2)OCCO3)CC1	3%	12%	18%	5%	-1%	-6%	78%	-1%	-6%
Cc1ccc(NC(=O)CSc2nccn2-c2ccccc2)cc1	?	-15%	-11%	-2%	?	-4%[60.1 µM]	nt	-7%	-16%
Cc1ccc(SC(C)C(=O)Nc2cccnc2)cc1 (stereo unspecified)	-2%	-19%	-13%	-14%	13%[59 µM]	10%	-8%	1%	-6%
Cc1ccc(C(=O)C(OC(=O)CCC(=O)Nc2cccc(C)c2)c2ccccc2)cc1 (stereo unspecified)	2%	23%	?	-3%	14%[59 µM]	-29%	11%	-4%	9%
COc1ccc(CNc2oc(-c3ccccc3)nc2C#N)cc1	45µM*	0%	3%	-16%	40µM*	-20%	4%	-14%	-12%
Nc1nnc(SCC(=O)OCC(=O)c2ccccc2Br)s1	-7%	-11%	-21%	-6%	40µM*	-3%	-1%	-5%	60%[activator]
Cc1ccc(/C=C2\SC(=S)N(C(Cc3ccccc3)C(=O)O)C2=O)cc1 (stereo unspecified)	?	89µM*	-15%	79µM*	?	-2%	-2%	-4%	11%
CCOC(=O)c1cccc(NC(=O)CCc2c(C)nn(-c3ccc(N4CCCCC4)nn3)c2C)c1	?	5%	-14%	-12%	-19%[59 µM]	-2%	nt	-4%	-2%
COc1ccc(-n2c(SCC(=O)Nc3sc4c(c3C#N)CCCC4)nnc2-c2ccccc2OC)cc1	7%	12%	-12%	-19%	-7%[59 µM]	-6%	11%	0%	3%
CC(/C=N/NC(=O)c1cccc([N+](=O)[O-])c1)=C\c1ccccc1	12%	-2%	-12%	-14%	12%[59 µM]	-8%	0%	-4%	11%
Cc1cccc(NC(=S)N2CCN(c3ccccc3)CC2)c1	-6%	-16%	-2%	8%	-5%	-7%	1%	-6%	23%
CC(=O)N1CCN(C(=O)Nc2cccc(C(F)(F)F)c2)CC1	-1%	19%	-9%	-4%	-5%	-3%	1%	1%	-9%
Cc1ccc(SCC(Cc2ccccc2)N2CCN(CCc3ccccc3)CCC2=O)cc1 (stereo unspecified)	nt	nt	18%	nt	nt	0%	-5%	-8%	7%
COc1ccc(Cl)cc1NC(=O)CSc1nnc2[nH]c(=O)cc(C)n12	-13%	-13%	-1%	-11%	1%[59 µM]	-7%[60.1 µM]	nt	1%	-16%
S=C(NCc1ccccc1)Nc1ccc2cn[nH]c2c1	-20%	-16%	1%	-24%	36%[12.7 µM]	5%	7%	-6%	11%
CN(C)S(=O)(=O)c1cccc(NC(=O)c2ccc(Sc3nncn3C)c([N+](=O)[O-])c2)c1	?	-1%	-12%	-18%	-32%	1%	-5%	-4%	43%[activator]
CNC(=O)c1c(NC(=O)c2ccco2)sc2c1CCC2	-10%	?	-10%	-7%	nt	15%	-8%	-2%	17%
Additional structures:
SMILES	BAZ2B block	Pol beta inh	Anesthetic bind	Pol eta inh	G9a block	Pol kappa inh	APEX1 inh	BLM inh	Pol iota inh
Cn1c(N2CCN(c3ccccn3)CC2)nc2c1c(=O)n(Cc1ccc(Cl)cc1)c(=O)n2C	?	-2%	-6%	-22%	40µM*	-2%	4%	-8%	18%
C/C(=N\Nc1ccc(Cl)cc1)c1ccccn1	?	18%	-14%	-16%	3.5µM*	-6%	1%	-5%	-21%[58.9 µM]
Cc1cc(C)n(-c2nc(N(C)C)nc(N3CCOCC3)n2)n1	-8%	3%	-4%	1%	11%	-16%	0%	-2%	-7%
COc1ccc(S(=O)(=O)Nc2ccc(F)cc2)cc1N(C)S(=O)(=O)c1ccc(Cl)cc1	-27%	-1%	19%	-14%	6%	-15%	-2%	9%	89µM*
Cc1nn(C(C)C(=O)NCCN2CCCC2)c(=O)c2c1sc1ccccc12 (stereo unspecified)	-20%	23%	-6%	-17%	-5%	9%	28%	-3%	13%
O=C(NNc1nc2c(F)cccc2s1)c1ccccc1	-5%	-10%	-5%	1%	-4%	9%	0%	-1%	24%
O=C(c1ccc(Br)o1)N(c1ccc(Br)cc1)C1C=CS(=O)(=O)C1 (stereo unspecified)	-1%	?	-4%	-16%	?	0%	-2%	-2%	34%[activator]
CSc1ccccc1C(=O)N1CCCCC1	-26%	20%	7%	-22%	-20%	1%	12%	0%	4%
Cc1cc(C)c(C(=O)COC(=O)CN2C(=O)NC3(CCCC3)C2=O)cc1C	nt	nt	nt	4%	nt	-11%	8%	nt	90%[activator]
COc1ccc(-c2nnc(NC(=O)c3ccccc3C)o2)cc1	7%	16%	3%	-7%	39%[59 µM]	10%	12%	-12%	-20%
COc1ccc2c(c1)c1ncn(CC3CCCO3)c(=O)c1n2C (stereo unspecified)	-1%	-14%	10%	-2%	?	-6%	2%	-1%	76%[activator]
C/C(=N\NC(=O)c1nnn(-c2nonc2N)c1-c1cccs1)c1cccnc1	-8%	53%	-2%	-3%	72%[activator]	1%	37%	-2%	-15%
O=C(c1ccc(CS(=O)c2ccccc2Cl)o1)N1CCOCC1 (stereo unspecified)	-13%	15%	-2%	-13%	41%	7%	43%	2%	34%[activator]
CC(C)[C@H](NC(=O)c1ccco1)C(=O)N(C)Cc1ccc(C(F)(F)F)cc1	5%	19%	-10%	-5%	3%[59 µM]	-7%	10%[12.4 µM]	-1%	8%
CCOc1ccc(CCNC(=O)c2cc(=O)[nH]c3ccc(S(=O)(=O)N4CCCCC4C)cc23)cc1OCC (stereo unspecified)	-10%	-1%	?	-4%	-15%[59 µM]	1%[60.1 µM]	nt	-5%	-3%
Cc1cccc2cc(C#N)c(N3CCN(C)CC3)nc12	-3%	16%	-4%	6%	2%	-10%	0%	1%	10%

An excerpt of these results, as a markdown table:
| SMILES | BAZ2B block | Pol beta inh | Anesthetic bind | Pol eta inh | G9a block | Pol kappa inh | APEX1 inh | BLM inh | Pol iota inh |
| --- | --- | --- | --- | --- | --- | --- | --- | --- | --- |
| Cn1c(N2CCN(c3ccccn3)CC2)nc2c1c(=O)n(Cc1ccc(Cl)cc1)c(=O)n2C | ? | -2% | -6% | -22% | 40µM* | -2% | 4% | -8% | 18% |
| C/C(=N\Nc1ccc(Cl)cc1)c1ccccn1 | ? | 18% | -14% | -16% | 3.5µM* | -6% | 1% | -5% | -21%[58.9 µM] |

10 entries from above, bar-delimited.
SMILES | BAZ2B block | Pol beta inh | Anesthetic bind | Pol eta inh | G9a block | Pol kappa inh | APEX1 inh | BLM inh | Pol iota inh
O=C(c1ccc(Br)o1)N(c1ccc(Br)cc1)C1C=CS(=O)(=O)C1 (stereo unspecified) | -1% | ? | -4% | -16% | ? | 0% | -2% | -2% | 34%[activator]
CSc1ccccc1C(=O)N1CCCCC1 | -26% | 20% | 7% | -22% | -20% | 1% | 12% | 0% | 4%
Cc1cc(C)c(C(=O)COC(=O)CN2C(=O)NC3(CCCC3)C2=O)cc1C | nt | nt | nt | 4% | nt | -11% | 8% | nt | 90%[activator]
COc1ccc(-c2nnc(NC(=O)c3ccccc3C)o2)cc1 | 7% | 16% | 3% | -7% | 39%[59 µM] | 10% | 12% | -12% | -20%
COc1ccc2c(c1)c1ncn(CC3CCCO3)c(=O)c1n2C (stereo unspecified) | -1% | -14% | 10% | -2% | ? | -6% | 2% | -1% | 76%[activator]
C/C(=N\NC(=O)c1nnn(-c2nonc2N)c1-c1cccs1)c1cccnc1 | -8% | 53% | -2% | -3% | 72%[activator] | 1% | 37% | -2% | -15%
O=C(c1ccc(CS(=O)c2ccccc2Cl)o1)N1CCOCC1 (stereo unspecified) | -13% | 15% | -2% | -13% | 41% | 7% | 43% | 2% | 34%[activator]
CC(C)[C@H](NC(=O)c1ccco1)C(=O)N(C)Cc1ccc(C(F)(F)F)cc1 | 5% | 19% | -10% | -5% | 3%[59 µM] | -7% | 10%[12.4 µM] | -1% | 8%
CCOc1ccc(CCNC(=O)c2cc(=O)[nH]c3ccc(S(=O)(=O)N4CCCCC4C)cc23)cc1OCC (stereo unspecified) | -10% | -1% | ? | -4% | -15%[59 µM] | 1%[60.1 µM] | nt | -5% | -3%
Cc1cccc2cc(C#N)c(N3CCN(C)CC3)nc12 | -3% | 16% | -4% | 6% | 2% | -10% | 0% | 1% | 10%
